# High-throughput results as filed in PubChem.
# Salmonella PhoP GFP: inhibitors of PhoP regulon expression, primary screen, Salmonella Typhimurium, GFP reporter (AID 1863). S. Typhimurium PhoP-regulated promoter GFP reporter, 4 h; higher % means a stronger effect. inhibition, % at 50 µM, or IC50 in µM where a hit was titrated. actives 0.16% (n = 300,000);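 active = inhibition over 29.93%, a cutoff 3 SD above the screen mean, later confirmed by dose response; inconclusive = inhibition over 29.93% but no dose response follow-up; inactive = inhibition at most 29.93% or unconfirmed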;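 also: 0% = low Mg2+ inducing control and 100% = high Mg2+ repressing control; strong numbers were not always called active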
# T cell modulator: modulates CD8 T cell binding to vesicles; AID 2052; 2C CD8+ T cell-vesicle binding, flow cytometry; stronger effect = lower value; calls only at 7 µM; actives 0.068% (n = 330,000);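 active = response, share of CD8 T cells binding vesicles, and their 90th percentile fluorescence all below set limits, cut at about 80% in these data, passing the limit was not always enough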
#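 System: murine 2C transgenic CD8+ T lymphocytes; also added: QL9-loaded Drosophila micro-vesicles; times: binding 1.5 h at 37 °C; measured by: flow cytometry, PE anti-B7-1 (FL2) versus Alexa647 anti-CD8 (FL8), PFA-fixed; control set: Peptide-free naked vesicles (low) and QL9 vesicles with 0.7% DMSO vehicle (high)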
# b-catenin transl: alters nuclear translocation of beta-catenin in HeLa cells. nuclear translocation activity, % at 5 µM. actives 0.3% (n = 190,000). immunofluorescence imaging;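 active = nuclear translocation activity above 50% at 5 µM, with a well cell count of 50 or more; inconclusive = wells under 50 cells across six images, flagged as toxic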;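 also: per-cell ratio of nuclear to cytoplasmic median beta-catenin stain intensity; plate controls were DMSO negative control for no effect and GSK-3 inhibitor IX positive control for full effect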
#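 System: Human HeLa cells, endogenous beta-catenin | Compound dosing: 5 µM primary, 0.02–20 µM confirmation | Timing: 24 h compound exposure at 37°C, 5% CO2 | Measured by: Fluorescence imaging of beta-catenin antibody stain plus DAPI | Read-out basis: % activation of per-cell nuclear versus cytoplasmic median beta-catenin signal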
# MgcRacGAP inhibition: MgcRacGAP GTPase-activating activity inhibitors, confirmation, biochemical, ADP Hunter fluorescence; MgcRacGAP-stimulated Rac1 GTP hydrolysis, ADP Hunter fluorescence; higher % means a stronger effect; GST-tagged Rac1 F28L mutant substrate; one-dose inhibition, % at 30 µM; IC50 in µM for titrated hits; actives 0.6% (n = 340,000);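 active = first-screen hits whose inhibition reached a set limit at any dose in the follow-up dose series; inconclusive = inhibition above the set first-screen limit but never retested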;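 also: fluorescence reports GDP produced by GAP-driven GTP hydrolysis; strong numbers were not always called active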
# West Nile virus CPE: inhibition of WNV-induced cytopathic effect – cell-based, CPE readout (AID 1621); West Nile virus-infected cells, CPE inhibition; higher % means a stronger effect; one-dose CPE inhibition, % at 10 µM; IC50 in µM for titrated hits; actives 0.02% (n = 290,000); in the data active = a potency from the dose series; inconclusive = CPE inhibition mostly from about 3.7% at the one dose, without a potency; inactive = the rest, 99 in 100 with CPE inhibition below about 2.2%; also: strong numbers were not always called active
# Large T inhibition: SV40 large T antigen inhibitors, biochemical (AID 1903); SV40 large T antigen ATPase/helicase inhibition assay; higher % means a stronger effect; one-dose inhibition, % at 20 µM; IC50 in µM for titrated hits; actives 0.39% (n = 310,000); in the data active = a potency from the dose series; inconclusive = inhibition mostly from about 32% at the one dose, without a potency; inactive = the rest, 99 in 100 with inhibition below about 32%; also: strong numbers were not always called active
# RSV antiviral HEp-2: RSV antiviral activity via CPE protection, HEp-2 cells, primary 10 µM value included (AID 2391). HEp-2 cells, RSV-induced CPE inhibition; higher % means a stronger effect. CPE inhibition, % at 10 µM, or IC50 in µM where a hit was titrated. actives 0.13% (n = 310,000); in the data active = a potency from the dose series; inconclusive = CPE inhibition mostly from about 23% at the one dose, without a potency; inactive = the rest, 99 in 100 with CPE inhibition below about 21%; also: strong numbers were not always called active
# WT yeast gro inh: growth inhibition of WT yeast, mitochondrial fusion screen; mitochondrial fusion phenotypic screen, WT strain; actives 2.1% (n = 190,000); inhibition, % at 10 µM; in the data active = inhibition above about 58%; tested in S. cerevisiae
# Myeloid diff MLP: myeloid differentiation induction; ER-HoxA9 myeloid progenitors, lysozyme-GFP differentiation, flow cytometry; calls only at 10 µM; actives 1% (n = 360,000);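 active = normalized GFP-positive differentiation at or above the plate's own cutoff, the solvent-only control mean plus 3 SD; inconclusive = no clear call, values can overlap the other calls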;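 also: cells exposed to compound for four days before flow analysis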
# WT yeast gro inh mutant strain: also measured in WT yeast gro inh; calls as there; inhibition, %; mitochondrial fusion phenotypic screen, mutant strain inhibition
# b-catenin transl cell count 5 µM: further read-out of b-catenin transl, marked with its call; cell count; measured here: cell count, cytotoxicity flag
# T cell modulator vesicle-bound %: recorded beside T cell modulator, whose call it bears; double positive events, %; measured here: CD8+ vesicle-bound cell fraction;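 binding gate set so that unloaded-vesicle control wells show 10% double positive cells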
# Myeloid diff MLP GFP+ MAC1+ %: further read-out of Myeloid diff MLP, marked with its call; GFP+ MAC1+ double positive, %; measured here: differentiation confirmed by MAC1 staining
# An asterisk follows results filed as active; i = inactive; ? = inconclusive; / = no result given; + = active, no number.
SMILES,Salmonella PhoP GFP,T cell modulator,T cell modulator vesicle-bound %,b-catenin transl,b-catenin transl cell count 5 µM,MgcRacGAP inhibition,West Nile virus CPE,Large T inhibition,RSV antiviral HEp-2,WT yeast gro inh,WT yeast gro inh mutant strain,Myeloid diff MLP,Myeloid diff MLP GFP+ MAC1+ %
CCNc1cc2n(c(=O)n1)CCc1cc(OC)c(OC)cc1-2,8%,i,20,-2.2,1051,-2%,0.7%,0%,-0.6%,2,-3,i,1.1
Cc1ccc(NC(=O)/C=C/c2ccc([N+](=O)[O-])s2)cc1,-3%,i,33,3.5,895,0%,3.1%,13%,17%,-7,-8,?,/
COc1ccc2cc(CCN3C(=O)c4ccccc4C3=O)c(=O)[nH]c2c1,-1%,i,33,3.6,518,12%,/,12%,-0.5%,-12,-3,i,2.3
NC(=O)C(C(=O)/C=C/c1ccc(Cl)cc1)=C1SCCS1,-2%,i,47,2.6,1244,-8%,?,16%,1.9%,/,/,?,/
COc1cc(CNc2ccc(N3CCCC3)cc2)cc(Cl)c1OC,/,i,50,3.1,1517,2%,-1.8%,/,1.8%,14,6,+,/
COc1cc([N+](=O)[O-])ccc1NC(=S)N1CCN(c2ccccn2)CC1,-6%,i,31,-2.3,1095,-1%,0.0%,10%,10%,-4,1,i,0.5
O=C(c1ccc(Cn2cc(Br)cn2)cc1)N1CCN(c2ccccc2)CC1,4%,i,10,/,/,-7%,-0.2%,5%,1.3%,33,27,i,1.6
CCc1ccc2oc(C(=O)NCCc3ccc(S(N)(=O)=O)cc3)cc(=O)c2c1,5%,i,44,/,/,13%,?,5%,2.3%,/,/,i,0.6
Cc1ccccc1Nc1c(-c2cccnc2)nc2ccccn12,-2%,i,44,0.0,1393,4%,-0.1%,12%,-1.1%,/,/,i,0.5
CCOc1ccc(NC(=O)CCc2nnc3ccc(N4CCN(C)CC4)nn23)cc1,-4%,i,47,/,/,-5%,1.1%,7%,2.6%,/,/,?,/
CSc1nc2ccc(NS(=O)(=O)c3ccc([N+](=O)[O-])cc3)cc2s1,-7%,i,16,-0.7,1153,/,-0.4%,9%,/,/,/,i,0.1
COc1ccc(CCn2c(N)c(C(=O)NCc3ccco3)c3nc4ccccc4nc32)cc1OC,2%,i,7,-5.6,915,3%,-0.1%,2%,-0.6%,-7,3,?,/
Cc1ccccc1-n1nc(-c2cccnc2)cc1C(=O)N/N=C/c1ccncc1,-1%,i,28,-0.6,1096,7%,-0.4%,20%,0.1%,-12,1,i,0.4
CCN1CCCC1CNC(=O)c1cc2cc(OC)c(OC)cc2[nH]1 (centres undefined),-4%,i,57,/,/,9%,-1.0%,13%,0.2%,/,/,i,0.4
CC(=O)c1ccc(NS(=O)(=O)c2ccc3ccccc3c2)cc1,2%,i,4,3.8,545,12%,0.0%,10%,3.8%,-1,-1,i,0.6
NC(=O)CCCn1c(C(=O)c2cc(Cl)c(N)c(Cl)c2)c2ccc(C(F)(F)F)cc2[n+]1[O-],/,i,41,/,/,10%,/,10%,6.5%,/,/,i,1.4
CCOc1ccc(-c2ccc3nnc(SCC(=O)NCC4CCCO4)n3n2)cc1 (centres undefined),2%,i,52,/,/,5%,/,21%,1.7%,/,/,i,0.7
CN(c1ccccc1)S(=O)(=O)c1cccc(NC(=O)Nc2ccc(Cl)cc2C#N)c1,9%,i,54,0.7,963,11%,-1.9%,9%,9.0%,-7,-17,i,1.0
CCOC(=O)c1c(NC(=O)CSc2nnc(-c3ccc(Cl)cc3)o2)sc2c1CCC2,/,i,28,/,/,10%,/,11%,3.6%,/,/,i,0.8
COCCNC(=O)C(OC(=O)c1nsc(Cl)c1Cl)C(C)C (centres undefined),-3%,i,49,-0.9,1130,11%,0.2%,6%,-0.7%,5,10,/,/
Cc1ccc(CN(C)C(=O)CN2C(=O)NC3(CCCc4ccccc43)C2=O)c(C)c1 (centres undefined),/,i,48,/,/,1%,/,/,0.7%,/,/,i,1.1
COc1ccc(OC)c(NC(=O)CCn2ccnc2)c1,4%,i,36,/,/,6%,0.3%,29%,1.4%,/,/,/,/
CCCN(CCC)S(=O)(=O)c1ccc(C(=O)NNC(=O)c2cc(OC)c(OC)c(OC)c2)cc1,-4%,i,58,-3.4,1202,3%,1.9%,9%,4.4%,/,/,i,0.6
Cc1cccc(CCNC(=O)c2cc(S(=O)(=O)N3CCOCC3)cn2C)c1,/,i,29,/,/,3%,-0.4%,1%,1.8%,/,/,i,3.7
COc1ccc(NC(=O)C2CCCNC2=O)cc1 (centres undefined),11%,i,21,/,/,9%,0.6%,3%,0.1%,/,/,i,1.0
Nc1nc2n(n1)C(c1cccc(Br)c1)CC(c1ccc(F)cc1)N2 (centres undefined),-1%,i,33,7.2,1026,11%,-1.1%,8%,5.9%,-5,-4,i,1.8
O=C(CN(Cc1ccco1)C(=O)CCC(=O)Nc1nccs1)NCc1ccccc1,-2%,i,35,-5.4,609,1%,0.0%,6%,1.4%,2,-1,i,0.2
COc1cc(S(=O)(=O)N2CCN(c3ccccn3)CC2)ccc1Br,10%,i,47,/,/,7%,-0.9%,9%,9.8%,/,/,i,0.8
CC1CCC(=NNc2ccc(C(F)(F)F)cc2[N+](=O)[O-])CC1 (centres undefined),16%,i,40,1.5,843,5%,-0.5%,8%,4.4%,46,36,i,0.2
C(=C\c1ccccc1)/C=N/Nc1nc(N2CCOCC2)nc(N2CCOCC2)n1,-16%,i,58,1.1,1359,12%,0.0%,1%,2.9%,4,-5,i,1.7
COC(=O)c1ccccc1S(=O)(=O)N1CCn2cccc2C1C (centres undefined),3%,i,45,0.8,1122,11%,0.2%,8%,-0.2%,-6,5,i,0.4
Cc1cc(C(F)(F)F)nn1CC(=O)NCc1cccs1,-3%,i,52,-1.3,1061,-1%,0.3%,23%,1.1%,-7,-3,i,0.0
Cc1cc(C)cc(OCC(=O)OCC(=O)NC2CCCCCCC2)c1,-16%,i,52,/,/,6%,/,18%,-1.8%,/,/,i,0.2
O=C(O)C1C2CCC(C2)C1C(=O)Nc1cc(F)ccc1F (centres undefined),1%,i,41,0.1,1076,4%,-0.2%,2%,0.8%,6,-12,i,0.5
CCOc1ccccc1NC(=O)CCCNC(=O)c1ccc(Cl)cc1,8%,i,41,/,/,-2%,-0.8%,6%,0.2%,/,/,i,3.3
CCc1cc(=O)oc2cc(C)cc(OC(=O)c3ccco3)c12,-6%,i,37,-2.9,1206,9%,-0.4%,9%,9.8%,5,-2,i,0.5
CC(=O)c1ccc(NC(=O)c2ccc3c(Cl)c4c(nc3c2)CCCC4)cc1,-11%,i,3,0.3,817,-6%,0.3%,2%,18%,-10,-17,i,0.5
COC(=O)Cc1csc(Nc2ccc(F)c(Cl)c2)n1,4%,i,52,2.4,1029,-9%,-0.2%,8%,1.8%,54,71,i,0.3
C=CCNC(=O)CCCOc1cc(C)ccc1C,3%,i,28,/,/,9%,-1.0%,10%,0.1%,-4,-3,i,5.6
COc1cccc(/C=N/N=C(\N)c2nonc2N)c1O,3%,i,45,-4.9,1022,6%,0.3%,28%,29%,-4,6,i,0.3
CC(Oc1cc2oc(=O)c3c(c2cc1Cl)CCCC3)C(=O)NCc1ccccn1 (centres undefined),7%,i,19,/,/,7%,0.3%,/,-0.8%,/,/,i,2.2
NS(=O)(=O)c1ccc(CNC(=O)CCSCCC(=O)NCc2ccc(S(N)(=O)=O)cc2)cc1,1%,i,53,1.4,922,10%,-0.6%,8%,0.7%,-13,10,i,0.1
Cn1c(C(=O)NCC2CCCO2)cc2c(=O)n(C)c3ccccc3c21 (centres undefined),0%,i,51,1.1,900,3%,0.4%,2%,-0.7%,5,-1,i,2.3
COc1cc2nc(NC(=O)c3ccc(F)cc3Cl)sc(=O)c2cc1OC,6%,i,41,/,/,0%,0.0%,7%,1.3%,/,/,i,0.9
O=C(CCn1c(=O)c2ccccc2n(Cc2ccccc2)c1=O)NCc1ccc2c(c1)OCO2,-6%,i,18,/,/,7%,/,5%,0.2%,1,8,i,1.3
COc1cc(/C=C/C(=O)O)ccc1OS(=O)(=O)c1c(C)cc(C)cc1C,/,i,8,/,/,4%,/,/,2.4%,/,/,i,0.1
COc1ccc(N(C)C(=O)c2cn(C)c(=O)c3cc(OC)c(OC)cc23)cc1,8%,i,45,/,/,14%,-0.7%,2%,0.4%,/,/,i,0.4
C=CC[n+]1ccc2ccccc2c1C,-10%,i,46,5.5,1039,-4%,1.5%,8%,1.0%,-3,3,i,0.4
COc1ccccc1-c1ccc(Nc2cccc(C(F)(F)F)c2)nn1,-6%,i,15,2.3,894,-4%,-0.1%,14%,3.8%,-13,-21,i,0.4
CCCCCC(=O)NNC(=O)Nc1ccccc1,7%,i,36,-1.1,1137,-1%,0.7%,8%,0.9%,-9,-18,i,0.0
CCC1CCC2(CC1)SCC(=O)N2c1ccccc1 (centres undefined),-5%,i,24,-1.3,1041,/,-0.6%,7%,1.1%,/,/,i,0.3

# An unsorted share of the library (roughly 3.6% active in at least one column).
